# Bioassay records (PubChem)
# PKM2 act: PKM2 (human) enzyme activation; purified PKM2, Kinase-Glo ATP luminescence, activation; response scale: 0% is enzyme alone, no compound; hit rate 0.34% among 260,000; Potency, µM (top dose mostly 57.5 µM), without a hit: at the highest dose activation, actives largely listed as activators; note: potency is the fitted concentration of half-maximal effect; % is set by controls: 0 for no effect and ±100 for the full control effect; nearly all actives have a fitted effect of over 55% in size
# Target sequence (P14618 whole entry, looked up): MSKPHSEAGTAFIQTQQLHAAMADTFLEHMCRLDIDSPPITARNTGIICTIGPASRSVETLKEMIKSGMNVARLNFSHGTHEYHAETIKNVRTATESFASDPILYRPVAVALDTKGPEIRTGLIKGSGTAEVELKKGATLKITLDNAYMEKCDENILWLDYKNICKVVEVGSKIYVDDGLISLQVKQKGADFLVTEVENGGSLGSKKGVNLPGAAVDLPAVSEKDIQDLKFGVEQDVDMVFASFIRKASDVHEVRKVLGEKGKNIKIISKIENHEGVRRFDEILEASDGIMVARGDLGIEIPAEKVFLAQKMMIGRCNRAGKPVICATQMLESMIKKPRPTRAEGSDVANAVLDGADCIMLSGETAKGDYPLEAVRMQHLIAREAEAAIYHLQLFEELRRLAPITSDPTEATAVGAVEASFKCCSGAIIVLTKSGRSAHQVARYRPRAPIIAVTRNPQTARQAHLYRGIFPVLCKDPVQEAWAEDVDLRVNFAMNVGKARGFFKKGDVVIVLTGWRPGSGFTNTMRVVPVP
#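 hPK-M2, >95% pure; 0.1 mM ADP / 0.5 mM PEP final; imidazole pH7.2 buffer w/ 7 mM MgCl2, 50 mM KCl; 1 h RT; Kinase-Glo lum. Intermediate enzyme activity for dual inhibitor/activator qHTS.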
# FLuc counter: counter-screen for miR-21 project: firefly luciferase inhibitors or activators. P08659. purified FLuc, Km substrates, luminescence inhibition. Potency, µM (titrated, usually from 57.5 µM), inactives show at the top dose activity change, negative = inhibition, usual class: inhibitors. hit rate 6.9% among 360,000. AID 588342;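 note: potency is the fitted concentration of half-maximal effect; plate controls were vehicle for no effect and reference inhibitor for full effect; nearly all actives have a fitted effect of over 55% in size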
# Target sequence (P08659 whole entry, looked up): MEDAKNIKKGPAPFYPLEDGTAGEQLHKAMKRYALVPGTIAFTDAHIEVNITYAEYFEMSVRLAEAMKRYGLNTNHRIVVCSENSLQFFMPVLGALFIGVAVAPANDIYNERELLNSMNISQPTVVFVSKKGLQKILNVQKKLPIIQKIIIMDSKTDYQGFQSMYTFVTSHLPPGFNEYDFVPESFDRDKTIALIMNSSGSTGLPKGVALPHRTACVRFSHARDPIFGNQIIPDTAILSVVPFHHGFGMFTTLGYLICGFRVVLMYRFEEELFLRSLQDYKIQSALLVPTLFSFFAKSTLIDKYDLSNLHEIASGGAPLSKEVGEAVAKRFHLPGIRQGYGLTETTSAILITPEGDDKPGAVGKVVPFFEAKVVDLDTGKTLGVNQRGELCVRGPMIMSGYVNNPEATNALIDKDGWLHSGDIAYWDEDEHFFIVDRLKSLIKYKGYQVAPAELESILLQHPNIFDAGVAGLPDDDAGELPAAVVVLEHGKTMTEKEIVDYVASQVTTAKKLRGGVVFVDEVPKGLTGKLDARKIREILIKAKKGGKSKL
#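 Purified P. pyralis luciferase (10nM final) with 10uM D-luciferin and 10uM ATP (Km levels) in 50mM Tris acetate pH 7.5, 10mM Mg acetate, 0.01% Tween-20, 0.05% BSA; qHTS 6-point titration, ~60 µM downward; luminescence read.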
# Gal4-VP16 FLuc: counter-screen for ROR gamma inhibitors: Gal4-VP16 reporter | Drosophila S2 Gal4-VP16 UAS-luciferase, luminescence, 20 h | Potency, µM (highest dose often 53.6 µM), for the others: at the highest dose activity, negative = inhibition, most hits filed as inhibitors | hit rate 3.5% among 310,000 | AID 2546;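 note: Gal4-VP16 expression switched on by copper sulfate through the metallothionein promoter; potency is the fitted concentration of half-maximal effect; % is set by controls: 0 for no effect and ±100 for the full control effect; nearly all actives have a fitted effect of over 50% in size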
# ELG1 genotoxic: inducers of genotoxicity in HEK293T ELG1-luciferase cells | HEK293T ELG1-luciferase reporter, luminescence, 16 h | Potency, µM (top dose mostly 46 µM), for the others: at the highest dose activity change, positive = activation, most hits filed as activators | hit rate 1.3% among 330,000; note: potency is the fitted concentration of half-maximal effect; % of control where 0% means no effect; nearly all actives have a fitted effect of over 60% in size
#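 Luminescence read-out: rising ELG1-luciferase signal, reflecting elevated ELG1 protein under genetic stress, flags genotoxic compounds. Cells were treated for 16 hr at 37 °C before ONE-Glo detection.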
# Rab9 prom act: Rab9 promoter activation; Huh7 Rab9 promoter-luciferase reporter, luminescence, 24 h; Potency, µM (doses to about 9.22 µM), for inactives: at the top dose activation, negative = inhibition, hits mostly activators; hit rate 2.8% among 320,000; note: potency is the fitted concentration of half-maximal effect; % of control where 0% means no effect; nearly all actives have a fitted effect of over 60% in size
#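 Stable Rab9-luc Huh7, 1500 cells/well, 2 h settle; cmpd in DMSO, 24 h, 37 °C/5% CO2; luciferase reagent 10 min RT; luminescence.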
# Giardia kill: kills Giardia lamblia. Giardia lamblia trophozoite viability. activity change, % at 7.66 µM, hits read low. hit rate 0.15% among 340,000; in the data active = activity change below about -80%; inconclusive = between about -30% and that limit;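 note: parasites exposed to compound for two days anaerobically before the ATP read; % is set by controls: 0 for no effect and ±100 for the full control effect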
#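 Giardia trophozoites, 100 cells per well, were exposed to compounds for 48 hrs at 37 deg C under anaerobic conditions; viability was then read as ATP content by bioluminescence after 15-30 min at room temperature.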
# p53 reactivation: restores transcriptional activity of mutant p53; AID 504706; Potency, µM (doses to about 92.2 µM), without a hit: at the highest dose activity change, positive = activation, hits mostly activators; hit rate 0.063% among 320,000; H1299 p53-A138V BP100-luciferase reporter, luminescence, 24 h; note: potency is the fitted concentration of half-maximal effect; % of control where 0% means no effect; nearly all actives have a fitted effect of over 45% in size
#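 H1299 (p53-null), stable ts p53-A138V + BP100-Luc; 1000 cells/well, Opti-MEM/10% FBS; cpd 4 pt, 1:5; 24 h, 37 deg C, 5% CO2; detection reagent 10 min RT; luminescence.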
# BRCA1 expr up: increases BRCA1 expression; Potency, µM (highest dose often 46.1 µM), inactives show at the top dose activation, hits mostly activators; hit rate 1.1% among 380,000; MCF7-BRCA1-FFLuc reporter, luminescence, 48 h; response scale: scaled: vehicle 0%, 10 µM genistein 100%; note: potency is the fitted concentration of half-maximal effect; nearly all actives have a fitted effect of over 80% in size; some results filed as inactive show a strong effect at the top dose
#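 MCF7 cells carrying a BRCA1-firefly luciferase reporter (2000 cells/well, phenol-red free MEM) were attached for 2 h at 37 °C, then given compounds for 48 h. Luminescence was read 15 min after luciferase reagent; activity normalized to genistein (10 microM) and DMSO.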
# RORgamma inh: ROR gamma (mouse) transcription inhibition. Drosophila S2 Gal4-RORgamma UAS-luciferase reporter, 20 h. Potency, µM (series often up to 53.6 µM), inactives show at the highest dose activity change, negative = inhibition, most hits filed as inhibitors. hit rate 5.4% among 310,000. AID 2551; note: potency is the fitted concentration of half-maximal effect; % is set by controls: 0 for no effect and ±100 for the full control effect; nearly all actives have a fitted effect of over 60% in size
#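 Luminescence from a UAS-regulated Photinus luciferase reporter in stably transfected Drosophila Schneider cells is measured; decreased signal marks ROR gamma inhibition. Fusion expression is induced by 700 uM copper sulfate for 20 hr.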
# NPC1 prom act: activators of NPC1 promoter; Huh7 NPC1 promoter luciferase reporter, 24 h; Potency, µM (doses to about 9.22 µM), for inactives: top-dose activation, hits mostly activators; hit rate 2.4% among 320,000;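 note: potency is the fitted concentration of half-maximal effect; % of control where 0% means no effect; nearly all actives have a fitted effect of over 60% in size; reporter is driven by a mutant NPC1 promoter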
#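 Luminescence read-out of NPC1 promoter-driven luciferase in stably transfected Huh7 cells; compounds delivered in DMSO and left 24 h at 37C, 5% CO2, qHTS titration format.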
# Menin-MLL TR inh: inhibitors of human menin-MLL interaction, mutant MLL peptide; O00255; hit rate 0.23% among 270,000; Menin + Texas Red MLL mutant peptide, fluorescence polarization; Potency, µM (highest dose often 61.6 µM), for the others: top-dose FP activity change, negative = inhibition, most hits filed as inhibitors; active = well fitted inhibition curve with a large enough effect in the polarisation, with a control signal flat, not every such curve was filed as active; inconclusive = small, poorly fitted or top-dose-only effect, or effect the other way, or a change in a side signal; inactive = no such curve, though single readings can be large or run the other way; the % refers to the polarisation; note: potency is the fitted concentration of half-maximal effect; % of control where 0% means no effect; many of its hits are not listed in these tables
# * = called active by the depositor; ? = inconclusive; · = not tested or not shown; & = joins results of further samples; [ ] = dose if it differs, or a comment. Unless noted, calls come from the whole dose curve; as a rule, active = well fitted curve in the direction sought with a large enough effect; inconclusive = small, poorly fitted or top-dose-only effect, or another doubt; inactive = no such curve, though single readings can be large; an effect the other way counts as inactive or inconclusive.
smiles,PKM2 act,FLuc counter,Gal4-VP16 FLuc,ELG1 genotoxic,Rab9 prom act,Giardia kill,p53 reactivation,BRCA1 expr up,RORgamma inh,NPC1 prom act,Menin-MLL TR inh
Cc1cc([N+](=O)[O-])ccc1NC(=O)Cc1ccc(F)cc1,13%,1%,-7%,-1%,-4%,4,-6%,1%,7%,0%,13%
O=C(Oc1ccc2c(c1)OCO2)c1cc2c(s1)CCC2,-15%,3.8µM*,-20%,1%,-7%,-7,17%,-65%,-6%,13%,2%
Cc1ccc(C(=O)Nn2cnc3scc(-c4cccs4)c3c2=O)c(O)c1,2%,-7%,-2%,-2%,1%,-6,-3%,-52%,24%,0%,?
Cn1ncc(Br)c1C(=O)NC12CC3CC(CC(C3)C1)C2,-2%,2%,4%,0%,-11%,-4,6%,-3%,-2%,0%,-12%
O=C(CCc1ccccc1)NNC(=S)NCCc1ccccc1,·,2%,?,-1%,-5%,-6,3%,-9%,7.9µM*,2%,·
CCOc1ccccc1NC(=S)N1CCCCCC1,-6%,-1%,?,5%,2%,-9,25%,0%,14µM*,0%,-17%
CCCS(=O)(=O)N1CCC(C(=O)N2CCC(Cc3ccccc3)CC2)CC1,-2%,0%,-4%,-4%,0%,?,3%,-10%,12%,-3%,0%
COc1ccc(/C=C2\SC(=S)N(CCCCCC(=O)Nc3cc(C)on3)C2=O)cc1OC,1%,2%,-10%,3%,-7%,1,11%,-19%,8%,-4%,10%
Cc1ccc(/C=C2\Oc3c(ccc(O)c3CN3CCN(CCO)CC3)C2=O)cc1,-9%,?,10%,5%,0%,-9,6%,-28%,1%,-5%,30%[activator]
N#CC1=C(N)NC(SCc2ccc(F)cc2)=C(C#N)C12CCCCC2,-1%,2%,2%,-12%,-6%,-20,-17%,-80%,45%,-8%,?
COc1ccc(NC(=O)Cn2cc(C#N)c3ccccc32)cc1,0%,1%,8%,0%,2%,-4,1%,-3%,2%,0%,1%
COc1ccc(CC(=O)O/N=C(\N)c2ccncc2)cc1,1%,-17%,15%,-2%,-4%,11,18%,1%,10%,1%,·
CC(=O)Nc1ccc(NC(=O)c2cc([N+](=O)[O-])cc([N+](=O)[O-])c2)cc1,2%[11.5 µM],0%,-5%,-3%,4%,2,3%,-32%,-22%,0%,24%
Cc1cccc(/C(N)=N/OC(=O)c2ccncc2)c1,-47%,8.5µM*,?,?,4µM*,8,?,13%,7.1µM*,1.1µM*,·
CC(C)C(CCNCc1ccccn1)c1ccc(Cl)cc1 (stereo not drawn),·,1%,-11%,-14%,-4%,-26,-1%,-15%,?,-2%,?
COCCNC(=O)C(c1ccncc1)N(Cc1ccccc1)C(=O)Cn1nnc2ccccc21 (stereo not drawn),1%,?,-15%,0%,?,-18,20%,42%,26%,?,0%
Cc1ccc(-n2c(O)c(C=NC3CCS(=O)(=O)C3)c3ccccc3c2=O)cc1 (stereo not drawn),-5%,6%,-3%,0%,-5%,-4,-2%,3%,0%,-6%,-13%
O=C(CCN1CCCO1)N1CCCC(N2CCN(c3ccccc3F)CC2)C1 (stereo not drawn),·,-1%,4%,0%,-1%,-5,-2%,16%,1%,0%,?
Cc1cc(C)n(-c2c(F)c(F)c(COC(=O)c3ccccc3)c(F)c2F)n1,-2%,-2%,1%,-1%,0%,-7,2%,-3%,22%,1%,3%
CCOc1ccccc1CN(CCc1ccc2c(c1)OCO2)Cc1ccccn1,-1%,0%,?,-14%,-11%,-10,-8%,-31%,?,-1%,?
Cc1ccc(/C=N/NC(=O)c2ccncc2)o1,1%,0%,-5%,0%,-8%,3,-8%,-18%,-10%[10 µM],1%,-9%
Cc1cc(Nc2ccc(Cl)cc2)n(-c2ccccc2)n1,2%,-1%,-26%,-2%,-1%,-1,-3%,-34%,-18%,-25%,30%
CC(C)CC(OC(=O)c1ccco1)C(=O)NCC1CCCO1 (stereo not drawn),-2%,3%,-4%,2%,1%,7,-1%,2%,20%,1%,-7%
N#CCN(N=Nc1ccccc1)c1ccccc1,·,?,12%,1%,-1%,-1,20%,30%,-1%,-2%,3%
CC(=O)N1[C@H](Cc2ccccc2)C=C[C@]1(C)C(=O)NCc1ccccn1,1%&-3%,0%,14%&-14%,4%,1%,4,3%,7%,-5%&-25%,0%,11%&4%
CC(Oc1ccccc1)C(=O)NNS(=O)(=O)c1ccc([N+](=O)[O-])cc1 (stereo not drawn),2%,3%,-14%,-1%,-1%,5,2%,-12%,8%,-3%,2%
COc1ccc(-c2c(C)oc3ccc(C)cc23)cc1,2%,-1%,0%,-1%,-7%,-8,-13%,-16%,-10%,-1%,2%
O=C(Cc1ccccc1F)Nc1ccc(S(=O)(=O)Nc2ncccn2)cc1,2%,0%,17%,3%,-7%,4,-2%,-1%,-12%,-1%,10%
C[C@@]12CCC3[C@@](CCC4[C@@]3(C)CCC[C@@]4(C)C(=O)N3CCCCC3)(CC1=O)C2 (stereo partly drawn),·,2%,·,-7%,-3%,-19,15%,-6%,·,0%,·
O=[N+]([O-])/C=C/c1ccc2c(ccn2Cc2ccccc2)c1,·,13µM*,11µM*,-21%,0%,-4,-16%,-98%[inhibitor],13µM*,?,-10%
O=C(Nc1cccc(-c2cscn2)c1)C1CCN(Cc2ccsc2)CC1,2%,2%,-12%,-6%,5%,-6,?,9%,6%,-2%,·
CN1C(=O)c2ccccc2N(C)C1c1ccc2c(c1)OCO2 (stereo not drawn),-3%,5%,7%,-5%,12%,3,-3%,-13%,11%,3%,-3%
Cc1cccc(OCC(=O)N/N=C/c2ccc(N(C)C)cc2)c1,2%,?,7%,2%,-3%,-13,-2%,75%,-3%,-3%,-17%
COc1ccc(-c2cn3c(C)c(C(=O)NCCN4CCOCC4)sc3n2)cc1,1%,?,-14%,2%,0%,2,-9%,46%,?,-4%,·
COCCCNC(=O)c1cccc(OC)c1OC,-10%,9%,-11%,-1%,10%,-10,3%,0%,-6%,0%,-6%
CC1=C(C(=O)Nc2ccc([N+](=O)[O-])cc2)C(c2cccc(C(F)(F)F)c2)NC(=S)N1c1ccccc1 (stereo not drawn),-2%,-2%,?,5%,5%,-8,4%,-97%[inhibitor],?,0%,?
c1cc(-c2noc(CC3CCCCC3)n2)ccn1,-1%,?,13%,?,2%,11,23%,14%,13%[10 µM],11%,10%
CC(C)c1ccccc1NC(=O)c1ccc2ncsc2c1,·,?,-3%,13%,-2%,-2,9%,17%,-41%,2%,-2%
O=C(C[n+]1cccc(CNC(=O)c2ccc(OC(F)F)cc2)c1)Nc1ccc(SC(F)F)cc1,-2%,4%,-2%,2%,-5%,-9,-4%,3%,14%,-6%,6%
CC(=O)NCCNC(=O)c1ccc(NC2=NC3CS(=O)(=O)CC3S2)cc1 (stereo not drawn),1%,1%,0%,0%,-1%,-23,1%,0%,15%,3%,·
CCCCCn1c(=O)[nH]c2cc(C(=O)N3CCN(C(=O)OCC)CC3)ccc2c1=O,-6%,0%,7%,-2%,-2%,2,4%,-15%,7%,-1%,-17%
O=C(OCC(=O)N1CCN(c2ccccc2)CC1)c1ccccc1[N+](=O)[O-],·,6.7µM*,·,5.2µM*,3.2µM*,-1,?,13µM*,·,3.5µM*,·
Cn1nc(-c2ccccc2)c(C(=O)Nc2ccc(C(F)(F)F)cc2)c1Cl,0%,3%,-7%,1%,-10%,-15,1%,9%,2%,2%,2%
CC(=O)Nc1ccc(S(=O)(=O)N2CCC(C(=O)NC3CC3)CC2)cc1,·,0%,-8%,1%,-6%,4,2%,6%,-24%,-8%,·
CC1CCc2c(sc3ncnc(NCCCOC(C)C)c23)C1 (stereo not drawn),14%,?,8%,-4%,2%,2,19%,-11%,-32%,1%,-7%
CC(=NCCN1CCOCC1)C1=C(O)c2ccccc2C1=O,3%,-16%,7%,6%,27%,3,?,59%,?,13%,1%
Cc1ccc(C(=O)Nc2ccc(N3CCN(C)CC3)nc2)cc1,0%,-14%,18%,8%,?,-5,18%,20%,1%,13%,10%
CC(=O)c1ccc(S(=O)(=O)Nc2cccc(-c3ccc4nncn4n3)c2)cc1,-3%,7%,-6%,1%,3%,1,-5%,-24%,28%,-3%,-9%

# Only part of the results is shown (hit frequency here may not be typical).
